SIRT5 inh = blocks human SIRT5 desuccinylation of peptide; Purified SirT5, succinyl-peptide AMC, trypsin-coupled fluorescence; inhibition, % at 15 µM; 330,000 tested, 1.1% active; in the data active = inhibition above about 15%; inconclusive = no clear call, values can overlap the other calls
Target sequence (Q9NXA8 whole entry, looked up): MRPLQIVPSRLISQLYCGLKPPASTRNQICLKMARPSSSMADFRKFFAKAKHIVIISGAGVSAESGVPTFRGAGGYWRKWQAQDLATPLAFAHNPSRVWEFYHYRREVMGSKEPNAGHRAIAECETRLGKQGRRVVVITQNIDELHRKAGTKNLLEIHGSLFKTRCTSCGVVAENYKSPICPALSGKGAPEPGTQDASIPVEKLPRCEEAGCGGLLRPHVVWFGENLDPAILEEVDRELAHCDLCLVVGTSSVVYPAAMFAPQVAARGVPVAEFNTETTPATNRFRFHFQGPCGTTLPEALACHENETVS
ERp5 inh = inhibitors of human ERp5; Q15084; ERp5 insulin aggregation, absorbance 650 nm, 90 min; inhibition, % at 9.99 µM; 350,000 tested, 0.05% active; AID 651711;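 active = mean replicate inhibition above about 25%, with every replicate also reaching it, limit read from the data, passing the limit was not always enough; inconclusive = only one of those two criteria met; inactive = neither criterion met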
Target sequence (Q15084 whole entry, looked up): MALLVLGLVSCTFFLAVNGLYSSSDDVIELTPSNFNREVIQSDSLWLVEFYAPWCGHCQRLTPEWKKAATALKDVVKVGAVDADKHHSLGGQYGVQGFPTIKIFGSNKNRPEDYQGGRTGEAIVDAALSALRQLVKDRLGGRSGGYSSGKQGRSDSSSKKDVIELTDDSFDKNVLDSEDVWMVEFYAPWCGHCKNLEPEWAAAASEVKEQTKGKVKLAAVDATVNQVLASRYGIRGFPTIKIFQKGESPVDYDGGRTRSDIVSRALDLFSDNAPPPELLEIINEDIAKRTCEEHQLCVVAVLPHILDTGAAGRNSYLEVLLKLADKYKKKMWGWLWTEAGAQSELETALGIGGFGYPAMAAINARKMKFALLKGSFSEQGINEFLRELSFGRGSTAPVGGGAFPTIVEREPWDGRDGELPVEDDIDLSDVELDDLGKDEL
F508del corr = correctors of CFTR F508del function in bronchial epithelial cells; CFBE cells, YFP halide quenching; stimulated with forskolin plus potentiator P3; % fluorescence drop versus neutral controls; activity (quench increase), % at 7.58 µM; 350,000 tested, 0.36% active;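 active = mean added fluorescence quench of at least 8% versus neutral control, with both replicates also reaching 8%; inconclusive = only one of the mean or replicate conditions met; inactive = mean below 8% and not both replicates reaching 8%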;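 note: cells transiently co-express mutant CFTR-F508del with the halide-sensitive YFP; corrector assay measuring rescue of mutant channel to the surface after 24 h compound exposure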
Casp6 inh = inhibitors of human caspase-6. P55212. purified caspase-6, Z-VEID-R110 cleavage fluorescence. inhibition, % at 12.5 µM. 350,000 tested, 0.53% active;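 active = mean inhibition across replicates at least about 35%, with every replicate also reaching that limit, limit read from the data; inconclusive = only one of the two criteria met; inactive = neither criterion met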;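 note: 0% = median of neutral control wells and 100% = no fluorescence left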
Target sequence (P55212 24-179 limits assumed): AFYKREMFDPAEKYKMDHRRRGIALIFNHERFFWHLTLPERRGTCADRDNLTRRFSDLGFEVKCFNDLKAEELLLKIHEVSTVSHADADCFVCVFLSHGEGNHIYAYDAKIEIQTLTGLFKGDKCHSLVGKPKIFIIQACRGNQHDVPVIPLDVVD
Target sequence (P55212 194-293 limits assumed): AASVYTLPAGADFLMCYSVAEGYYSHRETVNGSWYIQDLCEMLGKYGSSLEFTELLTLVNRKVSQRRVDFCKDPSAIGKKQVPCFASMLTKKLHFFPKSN
DENV2 CPE rescue = protects cells from dengue virus 2 cytopathic effect; AID 651640; CPE inhibition, % at 9.99 µM; 350,000 tested, 1.7% active; DENV2-infected cells, cytopathic effect rescue, plate reader; in the data active = CPE inhibition above about 20%, passing the limit was not always enough; inconclusive = no clear call, values can overlap the other calls; tested in BHK-21 cells;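 note: 0% = median of neutral control wells and 100% = median of positive control wells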
ERAP1 inh = blocks human ERAP1 aminopeptidase activity; Q9NZ08; recombinant ERAP1, Leu-AMC fluorescence, 60 min; inhibition, % at 10.7 µM; 340,000 tested, 0.15% active; AID 652197;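 active = mean replicate inhibition of at least 30%, or all replicates individually reaching that 30% level; inactive = mean below 30% and not every replicate reaching it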;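 note: 0% = neutral control wells and 100% = L-leucinethiol positive control wells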
miR122 inh = inhibitors of miR-122 in Huh7 cells. Huh7 miR-122 Renilla luciferase sensor, 48 h; neutral wells = 0, positive control = 100. activation (reporter increase), % at 12.5 µM. 340,000 tested, 0.3% active. AID 602342;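 active = mean replicate activation score at least 90 and every replicate individually at or above 90; inconclusive = only one of the two criteria met; inactive = neither criterion met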;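 note: higher luciferase means less miR-122 activity so hits act as miR-122 inhibitors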
The depositor's hits bear a star; u = inconclusive; x = not tested or not shown; & = joins results of further samples; [ ] = remark or other dose.

SMILES	SIRT5 inh	ERp5 inh	F508del corr	Casp6 inh	DENV2 CPE rescue	ERAP1 inh	miR122 inh
Cc1ccccc1NC(=O)C1CCCN(S(=O)(=O)c2ccc3c(c2)C(C)(C)C(=O)N3C)C1 (stereo not given)	-5.2	-7.1	2.1	2.3	-2.9	-5.9	-5.1
CC(=O)Nc1ccc(S(=O)(=O)NCCC(=O)Nc2cccc(Cl)c2)cc1	-3.2	3.2	0.0	2.5	1.2	-2.2	-1.6
COc1ccc(C(=O)c2sc3nc(-c4ccc(OC)cc4)ccc3c2N)cc1	-6.5	-1.1	2.7	-1.2	x	-2.3	x
COc1ccc(NC(=O)N(C)C[C@H]2OCc3cn(nn3)CCCC(=O)N([C@H](C)CO)C[C@@H]2C)cc1	-2.0&-2.0	1.3&6.4	0.0&0.7	-1.3&2.3	-3.9&1.6	-1.2&2.0	-1.3[16.7 µM]
COCCCNC(=O)/C(C#N)=C/c1c(N2CCN(c3ccccc3)CC2)nc2c(C)cccn2c1=O	-4.6	8.9	0.8	-2.0	-0.1	-15.2	x
COc1ncnc2c1ncn2CCCNCc1ccc(C)o1	1.0	1.0	2.5	-4.0	-2.2	7.2	-0.6
O=C(COC(=O)c1cccc(F)c1)NC(=O)NC1CCCC1	-5.4	-6.1	2.7	2.9	13.5	-1.6	-2.9
NNC(=O)c1cc2sccc2s1	-0.1	5.5	1.6	0.4	4.5	-0.1	21.3
COCCN1CCN(C(=O)C2CCC(=O)N(Cc3ccccc3F)C2)CC1 (stereo not given)	-3.5	-0.9	2.8	-1.3	u	-3.4	x
COc1ccc2c3c([nH]c2c1)[C@H](CO)N(Cc1ccccc1)CC31CCN(S(C)(=O)=O)CC1	x	2.9	0.4	x	u	0.4	x
Cc1ccc(-c2ccc([C@@H]3[C@@H](CO)N4C(=O)CN(C(=O)c5cccnc5)C[C@@H]34)cc2)cc1	2.2	u	1.8	-4.2	9.5	-1.7	x
O=C(COC(=O)c1ccc(S(=O)(=O)N2CCCCCC2)cc1)Nc1ccccc1C(F)(F)F	-2.1	1.8	0.4	1.0	17.6	-2.6	-0.3
CC(C)(C)NC(=O)C(c1ccc(-c2ccccc2)cc1)N(C[C@H]1CC[C@@H]([C@@H]2CC[C@H](CO)O2)O1)C(=O)c1cccc(Cl)c1 (stereo not given in full)	1.5	-8.3	-1.3	3.1	-5.5	-5.5	-0.3
CO[C@H]1CN(C)C(=O)c2cc(NC(C)=O)ccc2OC[C@@H](C)N(Cc2ccccc2F)C[C@H]1C	2.2	-3.4	-0.8	-0.2	18.5	0.5	-1.6[16.7 µM]
C[C@@H]1CN([C@H](C)CO)C(=O)Cc2cc(NS(=O)(=O)c3ccc(Cl)cc3)ccc2O[C@H]1CN(C)Cc1ccncc1	9.7	3.8	0.2	0.3	8.4	-0.5	1.1[16.7 µM]
CC(NCc1ccc(S(N)(=O)=O)cc1)C(=O)Nc1cccc(Cl)c1 (stereo not given)	-1.7	6.3	2.8	1.6	-0.4	x	x
C[C@]1(O)CC(=O)C=C[C@H]1Nc1ccccc1	0.4	-1.2	-1.8	3.4	-5.8	-1.6	-1.7
CCC(=O)Nc1ccc2c(c1)C(=O)N(C)[C@@H]1CC[C@H](CC(=O)Nc3cccc(OC)c3)O[C@@H]1CO2	-2.2	13.1	-5.0	-0.1	u	-1.2	-41.7[16.7 µM]
Cc1occc1C(=O)N(C)Cc1nc(-c2ccccc2)no1	1.0	3.4	-0.2	-1.8	u	2.7	x
CCCN(C)C[C@@H]1Oc2ncc(-c3cc4ccccc4o3)cc2C(=O)N([C@H](C)CO)C[C@@H]1C	-1.6	-8.0	-0.7	1.1	u	4.5	-5.9[16.7 µM]

Next part (4 carried over from the part before).
SMILES	SIRT5 inh	ERp5 inh	F508del corr	Casp6 inh	DENV2 CPE rescue	ERAP1 inh	miR122 inh
C[C@]1(O)CC(=O)C=C[C@H]1Nc1ccccc1	0.4	-1.2	-1.8	3.4	-5.8	-1.6	-1.7
CCC(=O)Nc1ccc2c(c1)C(=O)N(C)[C@@H]1CC[C@H](CC(=O)Nc3cccc(OC)c3)O[C@@H]1CO2	-2.2	13.1	-5.0	-0.1	u	-1.2	-41.7[16.7 µM]
Cc1occc1C(=O)N(C)Cc1nc(-c2ccccc2)no1	1.0	3.4	-0.2	-1.8	u	2.7	x
CCCN(C)C[C@@H]1Oc2ncc(-c3cc4ccccc4o3)cc2C(=O)N([C@H](C)CO)C[C@@H]1C	-1.6	-8.0	-0.7	1.1	u	4.5	-5.9[16.7 µM]
CCC1CCCCN1C(=O)CCn1c(=O)oc2ccccc21 (stereo not given)	-0.4	4.0	1.3	-1.3	-3.9	2.4	-3.1
Cc1noc(C)c1NC(=O)N(C)C[C@H]1Oc2ccc(NC(=O)Cc3cn(C)c4ccccc34)cc2CC(=O)N([C@H](C)CO)C[C@@H]1C	0.6	-10.2	-3.8	0.9	3.3	-5.4	15.6[16.7 µM]
CCC1=C(OC(=O)N(CC)CC)N2C(=O)OC(=NCC3CC3)[C@]2(Cc2ccccc2)[C@H]2C1=CC[C@H]1C(=O)N(CC)C(=O)[C@H]12	x	3.8	1.6	7.9	6.0	-2.8	-35.1
CCn1c(C)nc2cc(C(=O)NNC(=O)Nc3cccc(Cl)c3)ccc21	x	20.8	-0.1	3.8	x	4.7	0.5
COc1ccc(C(=O)N=c2sccn2C)cc1	-1.7	-7.0	-4.2	1.3	-5.0	0.5	x
Cc1ccc(S(=O)(=O)N/N=C2/CC(=O)CC(C)(C)C2)cc1[N+](=O)[O-]	0.7	-1.6	-0.3	1.8	-2.8	0.0	0.7
S=C(SCc1nc(-c2ccc(Cl)cc2)no1)N1CCSCC1	x	0.1	1.0	-2.4	u	-1.8	x
CCN(CC)S(=O)(=O)c1ccc(-c2nnc(SCc3nnc(-c4ccccc4)o3)o2)cc1	0.3	3.8	x	-1.0	x	1.9	x
COc1cccc(-c2nc(CS(=O)(=O)CC(=O)NCCC(C)C)c(C)o2)c1	-3.1	5.7	1.2	-1.0	-3.1	0.4	0.1
COc1ccc(OC)c(C2=NOC(C(=O)Nc3cc(C)nn3-c3ccccc3)C2)c1 (stereo not given)	-0.6	-1.4	1.7	-1.7	3.8	-6.1	1.8
CCCNC(=O)N1[C@H](C#N)[C@@H](c2ccc(-c3ccc(C(=O)N(C)C)cc3)cc2)[C@@H]1CO	5.3	2.6	-3.7	-1.2	-2.7	-2.3	x
CCc1cnc(N2[C@@H](C#N)[C@@H](c3ccc(C#CC(C)C)cc3)[C@@H]2CO)s1	2.3	0.0	-1.0	-2.9	-4.4	-5.6	x
CCC(C(=O)NCCCN1CCOCC1)n1c2ccccc2c2nc(=O)cc(C)n21 (stereo not given)	0.2	-2.1	-3.3	-2.5	-4.9	1.1	3.6
NC(=S)Nc1cccc(F)c1	-4.0	6.2	1.1	-1.6	-2.1	2.1	-1.4
CC(C)Cn1c(N)c(C(=O)CSc2ccccc2)c(=O)n(C)c1=O	2.1	-0.4	x	-0.8	11.5	5.3	-3.8
COC(=O)CC1C(=O)NC2CCCCC2N1C(=O)CCl (stereo not given)	-3.9	0.0	-2.9	-1.6	-5.1	2.2	-4.8
C[C@H]1CN([C@@H](C)CO)C(=O)c2cccc(NC(=O)c3ccncc3)c2O[C@H]1CN(C)Cc1ccc(Cl)c(Cl)c1	-0.6	1.7	0.1	-0.7	-2.5	-1.2	25.1[16.7 µM]
O=C(O)C1=C[C@H](c2ccc(F)cc2)C[C@H](OCc2ccc(CO)cc2)O1	-0.9	0.0	0.0	0.3	u	0.7	2.5
CN(Cc1ccco1)C(=O)c1cccc(S(=O)(=O)N2CCN(Cc3ccccc3)CC2)c1	x	1.4	-5.2	6.0	-3.6	-5.0	-4.4
COc1ccc(C(=O)/C=C/c2ccc(O)cc2)c2c1CC(O)C(C)(C)O2 (stereo not given)	5.1	-4.1	-3.2	2.5	12.8	1.1	1.7
O=C(c1cccnc1)N1CC[C@@H]2[C@H]1c1cc(-c3ccc(F)cc3)ccc1N[C@@H]2CO	3.7	2.4	6.4	2.9	-10.1	-1.9	-1.4[16.7 µM]
Cc1noc(C)c1NC(=O)N(C)C[C@H]1OCCCC[C@H](C)Oc2ccc(NS(=O)(=O)c3cn(C)cn3)cc2C(=O)N([C@H](C)CO)C[C@@H]1C	x	x	-1.6	x	-3.6	x	-5.8[16.7 µM]
C[C@@H]1CN([C@H](C)CO)C(=O)c2cc(NC(=O)Nc3ccc(C(F)(F)F)cc3)ccc2O[C@H]1CN(C)Cc1ccncc1	2.9	0.2	-2.0	0.7	32.8*	-1.3	11.8[16.7 µM]
CO[C@@H]1CC[C@H]2CCN(C)C(=O)[C@@H](C)N(C)C(=O)c3cccc(C#N)c3OC[C@H]1O2	-2.0	2.2	x	-2.0	4.5	-2.1	x
CCCNC(=O)C[C@@H]1CC[C@@H]2[C@H](COC[C@@H](O)CN2C(=O)C2CCOCC2)O1	16.4*	4.8	1.0	-1.2	5.6	0.0	-3.7[16.7 µM]
C[C@@H]1CN([C@H](C)CO)S(=O)(=O)c2ccc(C#CC3CC3)cc2O[C@H]1CN(C)C(=O)C1CC1	0.5	1.6	1.2	0.7	2.9	-0.1	13.2[16.7 µM]
O=c1cc(CN2CCN(c3ccc(Cl)c(Cl)c3)CC2)c2c(ccc3ccccc32)o1	1.1	1.1	0.8	-0.6	-4.9	-3.6	-5.8
C[C@@H]1CN([C@@H](C)CO)S(=O)(=O)c2ccc(C#C[C@@H](C)O)cc2O[C@H]1CN(C)Cc1cncnc1	2.8	-2.9	1.5	0.0	u	3.4	4.1[16.7 µM]
CCc1cccc2c(C(=O)CCl)c[nH]c12	-32.1	-3.0	x	3.3	0.8	3.6	8.0
O=C(CSC(=S)N1CCSCC1)c1ccccc1	-0.9	-8.6	-1.0	1.5	-2.0	8.8	x
CCOC(=O)C1=C(N)Oc2cc(O)ccc2C1c1ccc(C)cc1 (stereo not given)	-4.8	3.0	-0.3	1.1	-0.7	-0.7	x
CCOc1ccc(N(CC(=O)NCC2CCCO2)S(=O)(=O)c2ccc(SC)cc2)cc1 (stereo not given)	-3.5	1.7	-1.0	-2.2	3.1	-0.9	4.1
COc1ccc(S(=O)(=O)Nc2cccc3c2O[C@H](CN(C)S(=O)(=O)c2cccs2)[C@H](C)CN([C@H](C)CO)C3=O)cc1	5.8	20.6	-1.3	-1.8	10.8	2.3	-3.5[16.7 µM]
CO[C@H]1CN(C)C(=O)c2cc(NC(=O)NC3CCCCC3)ccc2OC[C@@H](C)N(CCc2ccccc2)C[C@@H]1C	2.1	2.2	0.8	-1.5	-0.5	-2.4	x
COc1ccc(S(=O)(=O)Nc2ccc3c(c2)CC(=O)N([C@@H](C)CO)C[C@H](C)[C@@H](CN(C)S(=O)(=O)c2c(C)noc2C)O3)cc1	0.6	2.9	1.0	0.6	-5.5	0.6	0.8[16.7 µM]
NC(=O)NC(c1ccccc1)c1ccccc1	-2.4	5.3	-4.4	4.7	9.4	3.6	4.9
O=C(C[C@H]1CC[C@H]2[C@@H](COC[C@H](O)CN2Cc2cc(F)ccc2F)O1)NCc1ccc(Oc2ccccc2)cc1	x	x	-0.2	x	1.7	x	-2.6[16.7 µM]
O=C(Cc1cccc2ccccc12)NCC(=O)N1CCN(Cc2cccc(C(F)(F)F)c2)CC1	6.7	-0.4	0.1	-9.3	1.8	0.4	-11.7
CCOc1ccc(OCC(=O)OC(C)C(=O)NC2CCCCC2C)cc1 (stereo not given)	-1.5	11.8	0.8	-2.2	8.9	1.8	-4.8
CC(NC(=O)COc1ccccc1)C(=O)NC1=NCCS1 (stereo not given)	-2.3	2.1	-3.7	-3.0	5.2	0.4	x
COc1ccc2c3c(n(C)c2c1)[C@H](CO)N(Cc1ccccc1Cl)CC31CCN(C(=O)CN(C)C)CC1	0.5	-8.8	1.9	-1.3	6.4	-4.2	x
C[C@@H]1CN([C@H](C)CO)C(=O)Cc2cc(NC(=O)C3CCCCC3)ccc2O[C@@H]1CN(C)Cc1ccc(C(=O)O)cc1	-3.8	-0.4	3.9	1.5	-5.5	-0.7	-7.4[16.7 µM]
CC(C)N(Cc1ccccc1)C(=O)COC(=O)c1cnc(Cl)c(Cl)c1	-0.1	-8.2	1.4	1.2	67.2*	-3.1	-0.4
